HCMV antiviral – qHTS Assay for inhibitors of the human cytomegalovirus (HCMV); HFF cells, HCMV-luciferase reporter, 72 h; hits give low values; activity change, negative = inhibition, % at 57.5 µM; 4.5% of 410,000 active; in the data active = activity change below about -60%; inconclusive = no clear call, values can overlap the other calls; inactive = above about -39%
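HFF cells seeded 16 h at 37C, treated with compounds, infected with luciferase-reporter HCMV at MOI 1 PFU/cell; luciferase read at 72 h post infection, normalized to buffer-only and Salinomycin controls.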
Sm TGR block – qHTS Assay for the Inhibitors of Schistosoma Mansoni Peroxiredoxins. Schistosoma mansoni thioredoxin glutathione reductase (TGR), Q962Y6. purified TGR, DTNB reduction, TNB absorbance 405 nm. Potency, µM (top dose mostly 114 µM), for inactives: at the top dose activity change, negative = inhibition, most hits filed as inhibitors. 3% of 360,000 active. AID 485364, 2010; note: potency is the fitted concentration of half-maximal effect; nearly all actives have a fitted effect of over 60% in size
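TGR 20 nM + NADPH 100 uM (dispensed conc.), cpd preinc 15 min RT; start with NADPH (500 uM addition) then DTNB (15 mM addition). Kinetic TNB absorbance, 405 nm filter. Four-parameter Hill fit across titration.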
AmpC detergent – qHTS Inhibitors of AmpC Beta-Lactamase (assay with detergent); P00811; AmpC hydrolysis of nitrocefin, absorbance 480 nm, 0.01% Triton; Potency, µM (doses to about 114 µM), for the others: at the top dose activity change, negative = inhibition, usual class: inhibitors; 0.041% of 370,000 active;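 note: potency is the fitted concentration of half-maximal effect; 0% = no-compound wells and -100% = no-enzyme wells; nearly all actives have a fitted effect of over 25% in size; some results filed as inactive show a strong effect at the top dose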
Target sequence (P00811 whole entry, looked up): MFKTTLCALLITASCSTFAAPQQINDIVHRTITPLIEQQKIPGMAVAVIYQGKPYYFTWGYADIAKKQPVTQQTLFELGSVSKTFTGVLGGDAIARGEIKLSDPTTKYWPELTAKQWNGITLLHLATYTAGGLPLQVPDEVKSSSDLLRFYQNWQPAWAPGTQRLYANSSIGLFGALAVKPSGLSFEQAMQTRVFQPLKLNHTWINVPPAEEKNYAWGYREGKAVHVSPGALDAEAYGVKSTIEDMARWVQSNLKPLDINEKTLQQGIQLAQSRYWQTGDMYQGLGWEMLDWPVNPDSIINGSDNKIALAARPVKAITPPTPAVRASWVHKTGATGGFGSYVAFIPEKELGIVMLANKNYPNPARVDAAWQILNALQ
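AmpC (5.3 nM in the dispensed reagent) in 20 mM phosphate pH 7.0 with 0.01% (detergent screen) or 0.0001% Triton X-100 was preincubated with compounds for 15 min at room temperature. Nitrocefin was then added from an 800 uM solution, and hydrolysis was followed at 480 nm.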
TbPYK inhibitor – qHTS of Trypanosoma Brucei Inhibitors; TbPYK enzyme, Kinase-Glo Plus ATP luminescence, 45 min; Potency, µM (highest dose often 76.8 µM), for the others: at the highest dose activity, negative = inhibition, actives largely listed as inhibitors; 0.12% of 410,000 active; note: potency is the fitted concentration of half-maximal effect; nearly all actives have a fitted effect of over 50% in size
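Assay buffer: 50 mM TEA pH 7.2, 100 mM KCl, 10 mM MgCl2, 0.05% BSA, 0.01% Tween-20. Pyruvate kinase from T. brucei plus substrate met compound, then ADP (130 uM final). Luminescence was read post 45 min RT.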
LmPK inhibitor – qHTS Assay for Inhibitors of Leishmania Mexicana Pyruvate Kinase (LmPK); purified LmPK, Kinase-Glo ATP luminescence, 1 h; AID 1721, 2009; Potency, µM (titrated, usually from 57.5 µM), without a hit: at the top dose activity change, negative = inhibition, actives largely listed as inhibitors; 0.37% of 290,000 active; Q27686; note: potency is the fitted concentration of half-maximal effect
Target sequence (Q27686 whole entry, looked up): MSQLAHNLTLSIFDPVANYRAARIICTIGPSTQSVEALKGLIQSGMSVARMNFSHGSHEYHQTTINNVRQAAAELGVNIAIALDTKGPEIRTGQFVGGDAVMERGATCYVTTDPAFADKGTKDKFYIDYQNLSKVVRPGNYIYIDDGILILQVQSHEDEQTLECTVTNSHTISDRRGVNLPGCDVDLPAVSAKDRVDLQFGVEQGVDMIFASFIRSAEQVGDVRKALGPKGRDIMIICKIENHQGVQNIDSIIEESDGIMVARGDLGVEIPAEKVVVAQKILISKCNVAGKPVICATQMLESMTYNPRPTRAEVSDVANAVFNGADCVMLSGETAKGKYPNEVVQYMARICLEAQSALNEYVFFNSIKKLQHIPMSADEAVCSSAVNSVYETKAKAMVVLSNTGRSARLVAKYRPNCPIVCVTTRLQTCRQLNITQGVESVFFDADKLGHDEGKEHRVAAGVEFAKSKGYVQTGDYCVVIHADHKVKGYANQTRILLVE
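Purified LmPK (0.1 nM) with 0.5 mM PEP and 0.1 mM ADP in imidazole buffer pH 7.2 with MgCl2/KCl, 1 h at room temperature. ATP formed was read by luciferase luminescence and normalized to no-enzyme and uninhibited controls.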
AMA1-RON2 inh – qHTS for Inhibitors of AMA1-RON; Towards Development of Antimalarial Drug Lead: Primary Screen; Plasmodium falciparum AMA1 (3D7) - RON2 peptide interaction; AlphaScreen AMA1-biotinylated RON2 peptide binding; Potency, µM (highest dose often 58.2 µM), without a hit: at the highest dose activity change, negative = inhibition, hits mostly inhibitors; 0.2% of 360,000 active;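 note: potency is the fitted concentration of half-maximal effect; 0% = vehicle wells and -100% = peptide control; nearly all actives have a fitted effect of over 45% in size; some results filed as inactive show a strong effect at the top dose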
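AMA1 (3D7) with his tag at 25 nM final met compounds first, then biotinylated RON2 peptide at 25 nM; detection used donor plus acceptor beads, 10 µg/mL apiece, read by AlphaScreen after 30 min at room temperature.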
AmpC no deterg – qHTS Inhibitors of AmpC Beta-Lactamase (assay without detergent). P00811. AmpC nitrocefin hydrolysis, absorbance 480 nm, 0.0001% Triton. Potency, µM (top dose mostly 57.1 µM), without a hit: at the highest dose activity change, negative = inhibition, actives largely listed as inhibitors. 0.52% of 330,000 active. AID 485341, 2010;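 note: potency is the fitted concentration of half-maximal effect; plate controls were no compound for no effect and no enzyme for full effect; nearly all actives have a fitted effect of over 20% in size; some results filed as inactive show a strong effect at the top dose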
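20 mM phosphate pH 7.0 + 0.01% (detergent screen) or 0.0001% Triton X-100; 5.3 nM AmpC reagent; cpd preinc 15 min RT; nitrocefin (800 uM stock) to start; A480 q20 s × 4 min; Activity was normalised to no-enzyme and no-compound control wells.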
An asterisk follows results filed as active; ? = inconclusive; / = no result given; & = joins results of further samples; ! = repeats disagree; [ ] = dose if it differs, or a comment. Unless noted, calls come from the whole dose curve; as a rule, active = well fitted curve in the direction sought with a large enough effect; inconclusive = small, poorly fitted or top-dose-only effect, or another doubt; inactive = no such curve, though single readings can be large; an effect the other way counts as inactive or inconclusive. Unless noted, % is set by controls: 0 for no effect and ±100 for the full control effect. An unsorted share of the library; overall some 7.4% were active at least once.

SMILES	HCMV antiviral	Sm TGR block	AmpC detergent	TbPYK inhibitor	LmPK inhibitor	AMA1-RON2 inh	AmpC no deterg
CCOc1cc(/C=C/c2ccc3cccc([N+](=O)[O-])c3n2)ccc1OCC(=O)N(C)C	-109*	-7%	-13%	-1%	3%	-28%	18%[11.4 µM]
Cc1ccc(C)c(Nc2c([N+](=O)[O-])ccc3nonc23)c1	50	-6%	4%	-1%	1%	?	-33%
COc1ccc(OC)c(N(CC(=O)NCCSCc2ccco2)S(=O)(=O)c2ccc(OC)c(OC)c2)c1	-38	-25%	-7%	2%	-1%	-6%	-8%
CC(=O)CC1(C)OC(N)=C(C#N)C1(C#N)C#N (stereo not given)	23	-30%	-14%	-13%	1%	-1%	-19%
COC(=O)CSc1nnc(-c2cccc(NC(=O)c3ccc(C)cc3)c2)n1C	14	0%	-6%	3%	-3%	-3%	30%
CCN1CCC[C@H]1CNC(=O)c1cc(S(N)(=O)=O)ccc1OC	/	-8%	4%	21%	-8%	/	-12%
Cc1cc(C)nc(-n2cc(C(=O)c3cc(F)ccc3O)cn2)n1	0	-6%	-10%	-14%	-2%	27%	-40%
Cc1ccc(C)c(SCC(=O)Nc2cccnc2Cl)c1	-20	2%	-12%	0%	10%	5%	-8%[11.4 µM]
CCNC(=O)c1ccc2c(c1)C1C3CCC(C3)C1C(c1ccccc1)N2 (stereo not given)	-63*	6%	-6%	16%	0%	-19%	33%
CSCCC(NC(=O)C1CC1)c1nc2ccccc2[nH]1 (stereo not given)	-21	0%	-13%	-6%	2%	-5%	-3%
CC(C)=CCC/C(C)=C/CC/C(C)=C/COc1ccc2ccc(=O)oc2c1	5	/	/	-1%	/	0%	-21%
COCC(O)Cn1ccnc1N=Nc1ccccc1 (stereo not given)	39	/	/	6%	/	2%	/
O=S1(=O)c2ccccc2N(Cc2ccccc2F)c2ccccc21	-6	-10%	-3%	-3%	/	/	/
CCCC(CCC)C(=O)NC1CCN(Cc2ccccc2)CC1	-28	/	-15%	0%	-2%	-15%	-10%
CC(C)C(=O)N=c1sc2cccc(F)c2n1C	-24	10%	1%	0%	5%	13%	-18%
CCN(CC)c1ccc(C(=O)OCC(=O)Nc2ncccn2)cc1	?	/	/	-2%	/	1%	-23%
CN(C)[C@@H]1C(=O)C(C(N)=O)=C(O)[C@@]2(O)C(=O)C3=C(O)c4c(O)cccc4[C@@](C)(O)C3[C@H](O)C12 (stereo not given in full)	-12	8.9µM*	?	-13%	/	1.4µM*!	-33%&-28%
CNc1nc(-c2cccs2)cc(C(F)(F)F)c1C#N	?	-23%	-1%	-3%	9%	21%	-20%
COc1cc(C2Nc3ccccc3NC3=C2C(=O)CC(C)(C)C3)cc(OC)c1OC(C)=O (stereo not given)	6	3%	-14%	3%	-1%	1%	-4%
c1ccc2c(c1)OC(CCCN1CCCCC1)c1ccccc1S2 (stereo not given)	-29	-13%	?	2%	5%	-7%	58%

Profiles, looked up by structure. Order of screens: HCMV antiviral, Sm TGR block, AmpC detergent, TbPYK inhibitor, LmPK inhibitor, AMA1-RON2 inh, AmpC no deterg
Profile of `O=S1(=O)c2ccccc2N(Cc2ccccc2F)c2ccccc21` = -6, -10%, -3%, -3%, /, /, /
Profile of `COCC(O)Cn1ccnc1N=Nc1ccccc1` (stereo not given) = 39, /, /, 6%, /, 2%, /
Profile of `CC(C)C(=O)N=c1sc2cccc(F)c2n1C` = -24, 10%, 1%, 0%, 5%, 13%, -18%

Continued:
SMILES	HCMV antiviral	Sm TGR block	AmpC detergent	TbPYK inhibitor	LmPK inhibitor	AMA1-RON2 inh	AmpC no deterg
Cc1ccc2c(c1)N(CC(=O)N1CCCC1)C(=O)C(C)O2 (stereo not given)	-5	79%[activator]	5%	4%	0%	16%	-2%
CC(=O)Nc1cccc(NC(=O)CSc2nnnn2-c2ccc3c(c2)OCO3)c1	/	6%	-4%	/	0%	/	-47%
COc1ccc(/C=C2\SC(=O)N(CCNC(=O)Cn3[nH]c(=O)c4ccccc4c3=O)C2=O)cc1	0	/	/	-5%	/	4%	-17%
CN1CC=C2C(C#N)=C(N)C(C#N)(C#N)C(c3ccncc3)C2C1 (stereo not given)	/	-36%	4%	-1%	-3%	-3%	-24%
O=S(=O)(c1cnc(Cl)c(Br)c1)N1CCCCCC1	-5	-1%	1%	-7%	-2%	1%	-25%
Cc1ccc(-n2c(-c3ccco3)nc3nc4ccccc4nc32)cc1	-28	?	-16%	-6%	3%	-24%	-23%
Cc1ccc(-n2ncc3c(=O)n(-c4cccc(C)c4)c(=O)[nH]c32)cc1	13	/	/	7%	/	-1%	/
CN1CCN(S(=O)(=O)c2cccc(C(=O)Nc3cc(C(N)=O)cc(C(N)=O)c3)c2)CC1	-5	2%	-4%	11%	-7%	-1%	-8%
CCN1CC(C)C(O)(c2ccccc2)CC1C (stereo not given)	23	1%	-5%	4%	-9%	0%	-21%
Cc1ccc(Cn2nnc3c(=O)[nH]c(C4CCN(S(=O)(=O)c5ccccc5F)CC4)nc32)cc1	-21	-6%	6%	9%	0%	-5%	39%

Look-ups from above:
Reading for CC(=O)CC1(C)OC(N)=C(C#N)C1(C#N)C#N (stereo not given) in AmpC no deterg: -19%
Reading for Cc1ccc(C)c(SCC(=O)Nc2cccnc2Cl)c1 in Sm TGR block: 2%
Reading for CC(C)=CCC/C(C)=C/CC/C(C)=C/COc1ccc2ccc(=O)oc2c1 in HCMV antiviral: 5
Reading for COc1cc(C2Nc3ccccc3NC3=C2C(=O)CC(C)(C)C3)cc(OC)c1OC(C)=O (stereo not given) in AmpC no deterg: -4%
Reading for CCCC(CCC)C(=O)NC1CCN(Cc2ccccc2)CC1 in AMA1-RON2 inh: -15%

Following part.
SMILES	HCMV antiviral	Sm TGR block	AmpC detergent	TbPYK inhibitor	LmPK inhibitor	AMA1-RON2 inh	AmpC no deterg
Cc1ccc(NC(=O)c2ccccc2NC(=O)Cc2ccccc2)cc1	21	5%	-2%	-11%	1%	0%	-20%
CCCNC(=O)C1(C)CCCN(C(=O)Cc2ccc(OC)cc2)C1 (stereo not given)	9	/	/	2%	/	9%	/
O=C(COC(=O)c1n[nH]c(=O)c2ccccc12)Nc1cccc(S(=O)(=O)N2CCOCC2)c1	8	/	/	3%	/	-6%	/
CC(=O)Nc1ccc(C)cc1-c1nc2ccccc2n(Cc2cccc(Br)c2)c1=O	11	0%	27%	-2%	/	/	/
CCCCOc1ccc(NC(=O)CN2CCN(Cc3ccccc3)CC2)cc1	-14	-2%	2%	-2%	-1%	-6%	152%[activator]
COc1ccc(-n2c(Cc3cccn3C)nnc2SCC(=O)Nc2cccc(Cl)c2)cc1	-7	?	?	-22%	1%	-1%	18%
Oc1ccccc1/C=N/[n+]1ccccc1	9	-5%	-2%	0%	-10%	-5%	-19%
CCCC(NCC(=O)Nc1ccccc1C(=O)NC1CC1)c1ccccc1 (stereo not given)	-16	-3%	?	2%	/	15%	115%[activator]
O=C(NCCN1C(=O)C2C3C=CC(C3)C2C1=O)Nc1cccnc1 (stereo not given)	-4	-32%	-11%	-1%	7%	13%	-10%
CC(C)/C=N/NC(=O)c1ccc(Cl)cc1	-4	-2%	?	-23%	0%	101%[activator]	-24%

3 entries from above, bar-delimited.
mol | HCMV antiviral | Sm TGR block | AmpC detergent | TbPYK inhibitor | LmPK inhibitor | AMA1-RON2 inh | AmpC no deterg
Cc1ccc(NC(=O)c2ccccc2NC(=O)Cc2ccccc2)cc1 | 21 | 5% | -2% | -11% | 1% | 0% | -20%
CCCNC(=O)C1(C)CCCN(C(=O)Cc2ccc(OC)cc2)C1 (stereo not given) | 9 | / | / | 2% | / | 9% | /
O=C(COC(=O)c1n[nH]c(=O)c2ccccc12)Nc1cccc(S(=O)(=O)N2CCOCC2)c1 | 8 | / | / | 3% | / | -6% | /

An excerpt from above, reduced to AmpC no deterg.
Molecule | AmpC no deterg
CCCCOc1ccc(NC(=O)CN2CCN(Cc3ccccc3)CC2)cc1 | 152%[activator]
COc1ccc(-n2c(Cc3cccn3C)nnc2SCC(=O)Nc2cccc(Cl)c2)cc1 | 18%

Further compounds follow:
SMILES	HCMV antiviral	Sm TGR block	AmpC detergent	TbPYK inhibitor	LmPK inhibitor	AMA1-RON2 inh	AmpC no deterg
CCN(C(=O)Nc1cn(CC(C)C)c(=O)c2ccccc12)c1cc(C)ccc1C	-3	1%	-4%	-5%	/	/	/
Cc1ccc(C(=O)OCC(=O)N2CC(C)CC(C)C2)cc1S(=O)(=O)N1CCOCC1 (stereo not given)	-7	8%	-3%	-6%	-2%	9%	114%[activator]
Cc1[nH]n(-c2ccccc2)c(=O)c1/C=N/N(C)c1ccccc1	-19	4%	-14%	0%	-1%	-5%	-27%
C#CCOc1ccc(Cl)cc1/C=N/O	10	13%	-2%	-8%	-3%	10%	-31%
CCOC(=O)[C@@H]1[C@H]2COc3ccc(Br)cc3[C@@H]2N2C(=O)N(c3ccc(F)cc3)C(=O)[C@@]12C	20	/	/	-2%	/	0%	-22%
O=C1CN(C(=O)CSc2nc3ccccc3c(=O)n2CC2CCCO2)c2ccccc2N1 (stereo not given)	-33	-7%	-6%	0%	4%	1%	-18%
COc1cccc(-n2c(SCc3c(C)noc3C)nnc2-c2cccc(S(=O)(=O)N(C)C)c2)c1	37	-9%	-7%	2%	0%	-9%	49%
COc1cccc(CNc2nc(SC)ncc2CO)c1	9	-1%	?	-11%	0%	-1%	-30%
CCOC(=O)c1c(NC(=O)CCS(=O)(=O)c2ccccc2)sc2c1CCN(C(C)C)C2	-3	-15%	1%	-12%	5%	17%	81%[activator]
COc1ccccc1N1CCN(C(=O)c2cc3ccc4ccc(C)[nH]c4c3n2)CC1	-11	-2%	2%	-2%	/	/	/
Cc1ccc(CNC(=O)C2CCCN2C(=O)Nc2ccc(F)cc2)cc1 (stereo not given)	-4	-2%	-5%	0%	-2%	-1%	-15%
Cc1ccc(-c2cnco2)cc1	79	11%	7%	3%	-3%	1%	-20%
